# Assay outcomes from PubChem.
# PrPC surface inh: reduces human prion protein on the cell surface; P04156; cell surface PrPC, TR-FRET read-out; inhibition, % at 13.8 µM; 370,000 compounds, 0.43% hits; AID 720596; in the data active = inhibition above about 24%; also: 0% = median of the test wells and 100% = reference compound wells
# BoNT-A LC inh2: BoNT A light chain protease inhibition. multiplex microsphere protease substrate cleavage, flow cytometry. inhibition, % at 10 µM. 360,000 compounds, 0.17% hits; in the data active = inhibition above about 30%; inconclusive = no clear call, values can overlap the other calls; also: plate controls were buffer without enzyme for full effect and enzyme alone for no effect
# BoNT-F LC inh: blocks Botulinum neurotoxin F light chain protease; inhibition, % at 10 µM; 360,000 compounds, 0.22% hits; Multiplex microsphere protease cleavage assay, flow cytometry; AID 588497; in the data active = inhibition above about 35%, passing the limit was not always enough; inconclusive = no clear call, values can overlap the other calls; also: plate controls were buffer without enzyme for full effect and enzyme alone for no effect
# FadD28 FP inh: inhibitors of Mycobacterium tuberculosis FadD28 bisubstrate binding | FadD28 bisubstrate probe binding, fluorescence polarization | inhibition, % at 12.5 µM | 360,000 compounds, 0.22% hits | AID 588549; in the data active = inhibition above about 8.5%, passing the limit was not always enough; inconclusive = no clear call, values can overlap the other calls
# Mtb UGM inh: blocks M. tuberculosis UGM enzyme; P9WIQ1; purified UGM, fluorescence polarization probe displacement; inhibition, % at 10 µM; 320,000 compounds, 0.06% hits; in the data active = inhibition above about 10%, passing the limit was not always enough; inconclusive = no clear call, values can overlap the other calls
# Target sequence (P9WIQ1 whole entry, looked up): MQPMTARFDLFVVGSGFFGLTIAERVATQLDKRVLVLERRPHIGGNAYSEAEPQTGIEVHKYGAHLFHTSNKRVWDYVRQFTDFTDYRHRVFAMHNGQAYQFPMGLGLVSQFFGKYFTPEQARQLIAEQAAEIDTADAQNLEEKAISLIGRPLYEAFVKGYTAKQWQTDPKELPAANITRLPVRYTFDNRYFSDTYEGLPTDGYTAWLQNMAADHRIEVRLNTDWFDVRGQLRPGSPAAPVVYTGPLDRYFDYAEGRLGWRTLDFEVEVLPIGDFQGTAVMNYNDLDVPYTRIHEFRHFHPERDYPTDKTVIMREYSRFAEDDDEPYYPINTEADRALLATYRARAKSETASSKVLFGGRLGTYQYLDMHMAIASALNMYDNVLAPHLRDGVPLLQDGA
# CCHFV vOTU inh: blocks the CCHF virus ovarian tumor domain protease; AID 651958; 370,000 compounds, 0.55% hits; CCHFV vOTU protease, Pep-AMC fluorescence; inhibition, % at 11.5 µM; also: 0% = vehicle wells with enzyme and 100% = no enzyme wells
# GDH-TPI counter: counter-screen for M. tuberculosis FBA inhibitors: GDH-TPI coupled enzymes | GDH-TPI coupled enzyme counterscreen, NADH absorbance | inhibition, % at 4.8 µM | 360,000 compounds, 1.2% hits;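 also: 0% = DMSO wells and 100% = wells lacking the enzyme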
# BioA inh: BioA (M. tuberculosis) enzyme inhibition; purified M. tuberculosis BioA enzyme, plate reader; AID 602481; 360,000 compounds, 0.096% hits; inhibition, % at 9.99 µM; in the data active = inhibition above about 40%; inconclusive = no clear call, values can overlap the other calls
# Mtb FBA inh: Mtb fructose-bisphosphate aldolase inhibition | P9WQA3 | purified M. tuberculosis FBA, fluorescence read-out | inhibition, % at 1 µM | 360,000 compounds, 2.3% hits | AID 588726; in the data active = inhibition above about 27%;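 also: 0% = vehicle and 100% = reference inhibitor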
# Target sequence (P9WQA3 whole entry, looked up): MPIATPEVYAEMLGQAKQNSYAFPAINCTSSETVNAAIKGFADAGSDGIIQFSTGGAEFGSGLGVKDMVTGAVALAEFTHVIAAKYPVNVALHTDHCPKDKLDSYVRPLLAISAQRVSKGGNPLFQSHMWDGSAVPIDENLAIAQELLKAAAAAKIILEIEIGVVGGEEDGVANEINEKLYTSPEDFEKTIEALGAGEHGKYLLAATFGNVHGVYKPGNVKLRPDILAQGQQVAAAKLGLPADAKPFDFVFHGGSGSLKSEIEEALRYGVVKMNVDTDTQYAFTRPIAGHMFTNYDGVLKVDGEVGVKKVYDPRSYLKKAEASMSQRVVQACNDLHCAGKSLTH
# * = called active by the depositor; ? = inconclusive; · = no result given. Rule as the data show it, unless noted: active = inhibition above about 30%; inactive = the rest. Compounds were not picked by outcome (roughly 4.8% active in at least one column).
# The first 5 entries as a preview:
SMILES,PrPC surface inh,BoNT-A LC inh2,BoNT-F LC inh,FadD28 FP inh,Mtb UGM inh,CCHFV vOTU inh,GDH-TPI counter,BioA inh,Mtb FBA inh
C=CCOc1cccc(C(=O)N2CCCC(CCC(=O)NCc3ccccc3F)C2)c1 (configuration not stated),10,-0.5,-6,-3.9,-3.6,11,7,·,-1
C=CCN(CC=C)C(=O)c1cc2ccccc2c(=O)o1,-7,2.5,14,0.0,1.8,2,12,0.8,2
Fc1ccc(C2c3[nH]c4ccccc4c3CCN2Cc2cccn2-c2ncccn2)cc1 (configuration not stated),-4,1.4,0,-1.7,1.1,-6,9,·,7
Cc1ccc(OCCCn2cc(C#N)c3ccccc32)cc1,1,24,25,-3.3,-0.4,11,-13,-1.9,-1
Cc1cc(Br)cc(Cl)c1OC(=O)c1cnccn1,0,-1.4,-1,-0.5,-2.9,-19,-1,-0.1,-1

# This part in full (from the top)
SMILES,PrPC surface inh,BoNT-A LC inh2,BoNT-F LC inh,FadD28 FP inh,Mtb UGM inh,CCHFV vOTU inh,GDH-TPI counter,BioA inh,Mtb FBA inh
C=CCOc1cccc(C(=O)N2CCCC(CCC(=O)NCc3ccccc3F)C2)c1 (configuration not stated),10,-0.5,-6,-3.9,-3.6,11,7,·,-1
C=CCN(CC=C)C(=O)c1cc2ccccc2c(=O)o1,-7,2.5,14,0.0,1.8,2,12,0.8,2
Fc1ccc(C2c3[nH]c4ccccc4c3CCN2Cc2cccn2-c2ncccn2)cc1 (configuration not stated),-4,1.4,0,-1.7,1.1,-6,9,·,7
Cc1ccc(OCCCn2cc(C#N)c3ccccc32)cc1,1,24,25,-3.3,-0.4,11,-13,-1.9,-1
Cc1cc(Br)cc(Cl)c1OC(=O)c1cnccn1,0,-1.4,-1,-0.5,-2.9,-19,-1,-0.1,-1
Cc1ccc(S(=O)(=O)N(C)c2c(C)ccc(S(=O)(=O)Nc3ccncc3)c2C)cc1,4,0.3,-6,-4.9,-1.5,8,-5,·,-5
CCN1CCN(CCCNC(=O)c2ccc3c(c2)N(Cc2ccc(C)cc2)CCS3)CC1,·,-1.6,4,-0.6,-1.7,·,9,1.5,76*
CCOc1ccc(NS(=O)(=O)c2cc(NC(=O)CCNC(=O)c3ccco3)ccc2OC)cc1,1,-0.5,-2,-1.4,·,-9,1,1.7,0
COc1ccc(OC)c2c(C)cc(N3CCCN(C)CC3)nc12,0,-4.8,-7,-3.0,-2.0,-23,-1,8.7,31*
COc1ccc(C2C(C#N)=C(SC)NC3=C2C(=O)CC(C)(C)C3)cc1 (configuration not stated),-1,0.6,2,-4.8,-1.6,-3,1,1.7,-1
Cc1onc(-c2ccccc2)c1C(=O)c1c[nH]c(C(=O)NCCCN2CCOCC2)c1,1,-0.1,-3,-2.4,-0.6,7,11,·,1
O=C(CN(Cc1ccc(F)cc1)C(=O)c1csnn1)NC1CCCC1,4,1.1,-3,-0.4,0.1,5,0,-4.9,1
CC12CCC(=O)C=C1C(O)CC1C2CCC2(C)C1CCC2(O)C(=O)CO (configuration not stated),-1,0.6,1,0.8,·,-2,4,·,3
CCCCC(=O)NC(=S)Nc1cccc(C(=O)O)c1,-2,1.2,2,-5.5,0.3,4,4,-1.0,-3
c1nnc(-c2ccc3c(c2)OCO3)o1,4,-0.5,-3,-1.5,-1.0,-8,-1,·,5
Cn1c(N)c(C(=O)COC(=O)CNS(=O)(=O)c2cccc(Cl)c2)c(=O)n(C)c1=O,7,-0.5,1,-2.4,2.4,-3,7,·,-1
CN(c1ccc(C(=O)Nc2cccnc2)cc1)S(=O)(=O)c1ccccc1,1,0.0,-7,-4.7,4.1,6,-2,16,-8
O=C(O)COc1ccc(/C=N/O)cc1Br,-7,-0.3,3,-2.6,0.9,-7,0,·,-3
COc1ccc(N2CCN(C(=O)CCNC(=O)c3ccc(Br)cc3)CC2)cc1,-1,·,·,-1.8,0.9,13,5,1.8,6
O=C(COC(=O)Cc1ccc(Br)cc1)NC1CCCCC1,1,-0.2,3,-1.5,1.0,7,9,·,7
CCNC(=S)N1CCN(CCN=CC2=C(O)CC(c3cccs3)CC2=O)CC1 (configuration not stated),8,1.8,2,-4.8,-2.4,8,18,·,-3
COc1ccccc1-n1c(SCC(=O)Nc2cccc3ccccc23)nc(O)cc1=O,-3,0.8,0,-2.1,3.2,0,-2,-2.0,0
CCC1(C)Cc2c(C#N)c(N)n(-c3ccccc3)c(=S)c2CO1 (configuration not stated),-11,1.9,3,-5.3,2.9,11,4,1.9,2
COc1ccc(C(=O)Nc2ncc3c(n2)CC(c2ccco2)CC3=O)cc1 (configuration not stated),1,0.3,-4,-4.4,-3.5,5,-8,17,-5
Cc1ccc(NC(=O)CSc2ncnc3ccccc23)cc1S(=O)(=O)N1CCOCC1,61*,0.9,3,-0.9,0.8,-6,5,-1.7,0
# Next section.
SMILES,PrPC surface inh,BoNT-A LC inh2,BoNT-F LC inh,FadD28 FP inh,Mtb UGM inh,CCHFV vOTU inh,GDH-TPI counter,BioA inh,Mtb FBA inh
CN1CCC(CO)(Cc2ccccc2)CC1,-4,-0.5,-4,-3.1,2.4,-15,-2,·,0
COc1ccccc1CC(=O)NC1CCCCCC1,-5,-3.6,12,-2.4,0.7,-7,-3,-0.1,0
O=C(Cc1ccc(Br)cc1)N1CCN(c2ccccc2)CC1,9,0.0,2,-2.5,-1.1,3,12,7.1,-3
COC(=O)NCC(c1cccnc1)N1CCN(c2ccccc2OC)CC1 (configuration not stated),-2,0.7,-1,-3.7,-0.9,2,-10,-1.7,-2
O=C(Nc1ccc(C(=O)O)cc1)/C(=C\c1ccc2c(c1)OCO2)NC(=O)c1ccccc1Cl,-7,0.3,0,-1.4,·,15,35*,-0.5,0
COc1cc2cc(CCCOC(=O)c3ccc4c(c3)OCO4)oc(=O)c2cc1OC,-3,-0.1,-4,-4.2,0.3,-6,13,6.4,3
CCc1ccc(N(CC(=O)N2CCN(Cc3ccccc3)CC2)S(C)(=O)=O)cc1,6,-2.8,-3,-1.9,-0.6,12,7,-2.0,0
CN(Cc1ccccc1)c1nc(N)c([N+](=O)[O-])c(Nc2cccc(F)c2)n1,-1,0.2,-2,-0.8,0.9,-3,4,·,3
CC(C)CNS(=O)(=O)c1ccc(CCC(=O)NC2CCCCC2)cc1,0,-0.9,11,-1.0,2.7,-7,-2,-2.0,1
O=C(CCSc1ccccn1)c1ccccc1,9,0.4,0,-3.9,-2.0,-1,1,-1.2,-5
Cn1c(-c2ccccc2)cnc1SCC(=O)N1CCCc2ccccc21,-1,-0.5,8,-2.7,1.2,1,1,0.6,-7
S=C(Nc1ccccn1)NC1CCCCC1,-8,0.1,-2,-0.7,2.3,-13,4,1.2,0
CCO[C@H]1OC(C(=O)N2CCN(Cc3ccccc3)CC2)=C[C@@H](c2ccccc2)[C@@H]1CCCO,0,0.6,2,-2.4,1.9,-1,-8,-0.4,1
Cc1c(C(=O)Nc2ccccc2C(=O)N2CCCC2)cccc1[N+](=O)[O-],9,0.7,4,-2.6,-0.9,-1,12,-1.8,2
Cc1ccc(C(C(=O)NC2CCCCC2)N(C(=O)c2csnn2)C2CC2)cc1 (configuration not stated),-2,-0.7,7,-3.3,1.3,9,-5,-0.2,2
O=C(NCCN1CCCC1)c1ccc(CS(=O)(=O)c2c(Cl)cccc2Cl)o1,-6,-0.1,-11,-0.2,-2.6,-4,-4,-1.4,5
COC(=O)c1ccc(CN(c2ccccn2)S(=O)(=O)c2ccccc2)cc1,10,-1.5,-3,-0.7,2.0,-2,16,-3.2,14
COc1cc(OC)cc(C(=O)Nc2ccccc2C(=O)N2CCCC2)c1,-5,0.1,0,-0.2,-0.5,5,-4,-0.9,0
CN(C(=O)COC(=O)C12CC3CC(CC(C3)C1)C2)c1c(N)n(Cc2ccccc2)c(=O)[nH]c1=O,-4,-0.1,2,-1.2,1.1,10,6,-1.7,2
Nc1ncnc(NCc2ccc(F)cc2)c1[N+](=O)[O-],-4,0.1,-1,-1.8,0.5,17,11,·,2
Cn1cnc([N+](=O)[O-])c1Sc1ccncn1,-3,-0.3,-1,-3.5,·,4,16,0.3,-1
CSc1nnc2n(-c3ccc(C)cc3)c(=O)c3c4c(sc3n12)COC(C(C)C)C4 (configuration not stated),0,-0.2,0,0.7,0.6,5,-14,-0.8,1
COCCn1c(SCC(=O)N2CCCC2)nnc1-c1ccoc1C,-2,1.0,?,-2.4,4.6,7,-8,0.5,130*
O=C(CCl)N1CCCC1c1ccc2c(c1)OCCO2 (configuration not stated),1,-1.7,1,-3.8,1.6,3,-6,0.1,-1
COC(=O)CSc1nnc(CNC(=O)c2cccc(C)c2)n1-c1ccccc1OC,-7,?,5,0.1,-0.8,-19,0,0.6,0
# (listing goes on)
SMILES,PrPC surface inh,BoNT-A LC inh2,BoNT-F LC inh,FadD28 FP inh,Mtb UGM inh,CCHFV vOTU inh,GDH-TPI counter,BioA inh,Mtb FBA inh
COc1ccc(NC(=O)CSc2nncn2N)c(OC)c1,-3,4.7,?,-0.5,1.8,-3,14,-1.3,-2
CCN(C(=O)CSc1nnc(-c2ccco2)n1C)c1c(N)n(Cc2ccccc2)c(=O)[nH]c1=O,-1,0.8,0,-1.4,-2.2,-9,1,-0.6,0
Cc1nn(CCC(=O)O)c(C)c1C,0,-1.4,-9,0.1,1.6,5,7,·,4
COc1ccc(NC(=O)C(=S)N2CCCC2)cc1,8,-1.4,-8,1.7,-0.2,-4,10,-1.3,-2
C/C(=N\NC(=S)Nc1ccc(F)cc1)c1ccc2c(c1)OCCO2,5,-0.6,-10,-1.6,-4.3,-9,30,0.8,2
Cc1ccc(S(=O)(=O)NCCC(=O)NCCCSc2ccccc2)cc1,-7,-0.1,1,-1.0,3.5,2,12,-1.8,2
COc1cccc(CN2CCN(Cc3ccco3)CC2)c1,6,-2.0,25,-3.5,1.7,-3,-1,-0.5,1
COCCNC(=O)CN1C(=O)CN=C(c2ccccc2)c2ccccc21,-2,-0.7,-4,-2.4,0.9,-6,3,-0.8,2
COc1ccc(-c2cc(C(=O)NCc3ccco3)c3ccccc3n2)c(OC)c1,-5,3.6,-1,-4.8,0.2,-6,-2,0.3,1
COc1cccc(C(=O)Nc2cccc(S(=O)(=O)NC3=NCCC3)c2)c1,-7,-2.6,1,-4.6,0.8,-13,6,0.4,-1
CN1C(=O)CSc2ccc(NC(=O)N3CCN(c4ccccn4)CC3)cc21,7,-0.2,-10,-0.6,·,1,-5,·,0
CCOC(=O)c1sc(NC(=O)Nc2ccc(Cl)cc2)nc1C,7,1.1,0,-1.1,1.9,-15,-1,-2.5,-1
CCCCC(CC)C(=O)Nc1cc(C(=O)NCCC)ccc1N1CCC2(CC1)CC(c1ccccc1)=NO2 (configuration not stated),-7,-0.2,-14,-1.6,0.3,18,5,-2.0,2
CCc1ccc(NC(=O)CN(C)S(=O)(=O)c2ccc3[nH]c(=O)oc3c2)cc1,·,-0.5,2,-0.7,2.5,·,-1,-4.9,4
Cc1nnsc1-c1c(C(=O)O)c(C)nn1-c1ccc(OC(F)(F)F)cc1,-1,1.0,5,0.2,0.0,1,-3,·,2
Cc1cccc2nc(-c3ccco3)c(Nc3ccc4c(c3)OCO4)n12,7,-0.5,4,-1.2,-1.3,-3,0,3.1,6
CC(=O)c1c(C)[nH]c(C(=O)Nc2cccc(S(=O)(=O)N3CCCC3)c2)c1C,-5,-0.8,-2,-5.2,1.8,0,6,23,0
O=C1CC(N2CCN(c3ccc(S(=O)(=O)N4CCOCC4)cc3)CC2)C(=O)N1Cc1ccccc1 (configuration not stated),3,0.8,8,-0.5,0.6,0,4,-0.7,6
COC(=O)C1C(=O)C2=C(CC1C)Nc1ccccc1NC2c1ccc(C)s1 (configuration not stated),5,0.2,3,-0.8,-1.0,8,16,·,-1
CCNC(=O)C1(C)CCCN(Cc2csc(-c3ccccc3)n2)C1 (configuration not stated),4,-3.1,-13,-0.3,·,-11,13,-1.2,3
COc1ccccc1C(=O)OCc1c(F)cccc1Cl,1,0.9,8,0.7,-1.1,7,-6,0.4,8
Cc1ccc[n+](C(C(=S)NCc2ccco2)=C([O-])c2ccccc2Cl)c1,-4,0.4,-9,1.4,·,11,18,·,-2

# Individual results from the list.
# Under BoNT-F LC inh, `C/C(=N\NC(=S)Nc1ccc(F)cc1)c1ccc2c(c1)OCCO2` is entered as -10
# Under CCHFV vOTU inh, `COc1ccc(NC(=O)CSc2nncn2N)c(OC)c1` is entered as -3
